NadD inh: blocks S. aureus nicotinate mononucleotide adenylyltransferase. purified NadD enzyme, colorimetric absorbance read-out. inhibition, % at 20 µM. 360,000 compounds, 0.78% hits. AID 602399; in the data active means inhibition above about 26%; further: some compounds past the cut are filed as inactive
SKN-1 inh: inhibitors of C. elegans SKN-1 | inhibition, % at 21.8 µM | AID 624304 | 360,000 compounds, 0.49% hits | C. elegans VP596 Pgst-4::GFP/RFP ratio, acrylamide-induced, 24 h;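 active means interference check ratio from 0.5 to 1.5 plus GFP to RFP signal ratio inhibition reaching or exceeding a fixed threshold, cut at about 30% in these data, passing the limit was not always enough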; further: some compounds called inactive have numbers as strong as hits
MT1-MMP act inh: MT1-MMP (human) activation inhibition. AID 651647. P50281. HT1080 RFP-PRO-GFP cells, GFP/RFP ratio fluorescence, overnight; percent of plate control window, DMSO zero. GFP/RFP ratio change, % at 20 µM. 360,000 compounds, 0.061% hits;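 active means GFP/RFP ratio change of at least 30% with cell ATP level not reduced by more than half and red fluorescence within 50% of control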; further: strong numbers were not always called active
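Read-out: GFP/RFP fluorescence ratio; Test system: RFP-PRO-GFP reporter HT1080 cells; Compound dosing: single-point 20 µM compound, 1% DMSO; Times: overnight compound exposure at 37 °C.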
FAS TE block: inhibitors of human fatty acid synthase thioesterase domain. recombinant FAS-TE, OMFH fluorogenic substrate, fluorescence endpoint. 360,000 compounds, 0.67% hits. inhibition, % at 15 µM. P49327;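 active means compounds whose normalised, plate-corrected inhibition of enzyme fluorescence in the single-dose primary screen is 50% or more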;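 further: 0% = DMSO with enzyme and 100% = substrate without enzyme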
PABP1 MLLE inh: blocks PAM2 peptide binding to the PABP1 MLLE domain | P11940 | GST-MLLE / FITC-PAM2 fluorescence polarization | inhibition, % at 20 µM | 360,000 compounds, 0.36% hits | AID 588489; in the data active means inhibition above about 35%, passing the limit was not always enough;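 further: plate controls were DMSO wells with GST-MLLE for no effect and wells lacking GST-MLLE protein for full effect; some results filed as inactive read as strong as hits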
Rin1 Abl inh: human Rin1-Abl interaction inhibition; P00519+Q13671; TR-FRET Rin1/Abl binding, biochemical; inhibition, % at 7.35 µM; 360,000 compounds, 0.4% hits; in the data active means inhibition above about 5%, passing the limit was not always enough
CSN deneddyl inh: CSN deneddylation inhibition. Q92905. Purified CSN, SCF-Nedd8-OG deneddylation, fluorescence polarization. inhibition, % at 12.5 µM. 360,000 compounds, 0.38% hits;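 active means pattern-corrected inhibition above about 35%, with an unprinted fluorescence ratio check between 0.5 and 1.5, limit read from the data, passing the limit was not always enough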;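 further: 0% = enzyme with substrate and 100% = substrate without enzyme; some results filed as inactive read as strong as hits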
Target sequence (Q92905 whole entry, looked up, one chain of several): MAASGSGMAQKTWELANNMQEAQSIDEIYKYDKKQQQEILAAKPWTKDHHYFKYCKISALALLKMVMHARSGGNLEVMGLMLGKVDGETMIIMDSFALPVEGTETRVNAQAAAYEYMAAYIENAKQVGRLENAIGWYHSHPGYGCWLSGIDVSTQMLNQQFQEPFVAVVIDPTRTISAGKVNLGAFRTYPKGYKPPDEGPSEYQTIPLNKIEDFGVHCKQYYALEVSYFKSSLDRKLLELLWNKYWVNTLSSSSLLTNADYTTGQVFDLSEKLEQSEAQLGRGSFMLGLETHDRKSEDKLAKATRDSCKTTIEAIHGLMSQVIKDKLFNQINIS
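assay system = purified human Csn5 enzyme expressed in HEK293T cells | amount = 0.24 nM enzyme | buffer or medium = Tris/NaCl/DTT buffer, pH 7.5 | reagent = 10 nM SCFSkp2-Nedd8OG | compound = one concentration, 12.5 µM, 0.25% DMSO | times = 90 min reaction at room temperature | signal = FP | read-out basis = % inhibition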
Rpn11 block: Rpn11 (human) deubiquitinase inhibition; human 26S proteasome, Ub4-pepOG fluorescence polarization; 20S core pre-blocked with epoxomicin; calls only at 20 µM; 360,000 compounds, 0.59% hits;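 active means inhibition at 20 µM, scaled to each plate's controls, above about 33%, limit read from the data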
Target sequence (O00487 whole entry, looked up): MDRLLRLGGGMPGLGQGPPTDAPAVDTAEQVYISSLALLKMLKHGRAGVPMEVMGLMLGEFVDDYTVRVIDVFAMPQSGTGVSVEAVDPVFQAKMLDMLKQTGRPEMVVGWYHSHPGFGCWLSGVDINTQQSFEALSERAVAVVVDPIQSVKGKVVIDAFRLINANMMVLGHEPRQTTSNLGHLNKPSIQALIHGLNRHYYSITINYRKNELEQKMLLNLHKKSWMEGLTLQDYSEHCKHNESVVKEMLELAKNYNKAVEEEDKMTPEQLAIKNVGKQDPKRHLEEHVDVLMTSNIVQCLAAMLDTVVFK
Neddylation inh: blocks human cullin neddylation. P61081+Q13564. TR-FRET cullin neddylation, biochemical. calls only at 25 µM. 360,000 compounds, 0.58% hits. AID 651699; in the data active means inhibition above about 36%
Starred values were filed as active, the others as inactive; i = inactive; nt = not tested or not shown; + = active, no number.

SMILES	NadD inh	SKN-1 inh	MT1-MMP act inh	FAS TE block	PABP1 MLLE inh	Rin1 Abl inh	CSN deneddyl inh	Rpn11 block	Neddylation inh
COc1cc(NC(=O)/C=C/c2ccccc2)c(C(=O)O)cc1OC	-8	-5	-1	-11	22	1	3	i	i
CSCCC(NS(=O)(=O)c1ccc2c(c1)Cc1cc(S(=O)(=O)NC(CCSC)C(=O)O)ccc1-2)C(=O)O (configuration not stated)	-3	-11	1	-6	24	0	-2	i	i
CCCCNC(=O)CSc1nc2ccc(Nc3nc(N4CCOCC4)nc(N4CCOCC4)n3)cc2s1	1	-1	1	0	-68	-1	2	i	i
COc1ccc(C2CC(c3ccccc3)=NN2c2ccc(S(N)(=O)=O)cc2)cc1OC (configuration not stated)	7	7	-5	20	-60	1	-11	i	i
Cc1cc(C)c2nc3sc(C(=O)N4CCOCC4)c(N)c3cc2c1	-2	10	-21	0	4	-10	-2	i	i
CC(O)(c1ccccc1)c1nc(-c2cccc(C(=O)O)c2)cs1 (configuration not stated)	-5	8	1	-3	-9	-1	-4	i	i
CCOC(=O)CSc1nc2ccccc2n1C(=O)OCC	-2	21	-4	-6	-68	1	9	+	i
Cc1c(Cl)cccc1NC(=O)CC1SCCNC1=O (configuration not stated)	0	22	-8	-9	18	4	-2	i	i
O=C(CC[C@H]1O[C@@H](n2cnc3c(NC(=O)c4ccccc4)ncnc32)[C@H](O)[C@@H]1O)NCc1cccc2ccccc12	-1	1	0	-7	1	0	4	i	i
C=CCN(C(=O)CNC(=O)c1ccco1)C(C(=O)NC1CCCCC1)c1ccc(OC)cc1OC (configuration not stated)	-3	-20	4	-8	-9	-6	0	i	i
Cc1csc(NC(=O)CCNS(=O)(=O)c2ccc3c(c2)c(=O)n(C)c(=O)n3C)n1	-8	10	0	-10	-3	1	1	i	i
CCOc1ccc(C(=O)N/N=C/c2cc([N+](=O)[O-])cs2)cc1	-3	-5	-2	-14	3	-2	21	i	i
CC(Nc1cc(N2CCNCC2)ccc1[N+](=O)[O-])c1ccccc1 (configuration not stated)	5	7	-3	-1	12	-7	3	i	i
CCN(Cc1ccccc1)S(=O)(=O)c1cc2c3c(c1)CCN3C(=O)CC2	0	21	-3	-12	9	-3	3	i	i
Clc1ccc(CN=C2Nc3ccccc3CS2)cc1	3	14	7	20	3	7	-2	i	i
CCOC(=O)c1c(C)oc2c1c(C=NCCO)c(O)c1ccccc12	-11	38	-34	1	52*	-4	-15	i	i
Nc1ccc(C(=O)N2CCN(S(=O)(=O)c3ccc4c(c3)OCCO4)CC2)cc1[N+](=O)[O-]	0	15	5	8	-3	-2	-3	i	i
CCOc1ccccc1NC(=O)COC(=O)c1cc(C)oc1C	-4	-2	2	-3	6	0	-1	i	i
CC(=O)N(C1=C(N2CCOCC2)C(=O)c2ccccc2C1=O)c1ccc(C(=O)O)cc1	1	-3	7	1	10	-3	-1	i	i
CN(C)c1ccc(N/C(N)=N/c2nc(C(F)(F)F)cc(C(F)(F)F)n2)cc1	1	-7	1	-9	9	-1	-3	i	i
COc1ccc(C2=NN(C(=O)CSc3nc(=O)n4cccc(C)c4n3)C(c3ccc(C)cc3)C2)cc1 (configuration not stated)	36*	17	-7	90*	-2	0	0	i	i
COCCn1c(SCc2cccc(F)c2)nc2cc(C(=O)OC)ccc2c1=O	-6	31	-1	18	-3	2	2	i	i
Cc1ccc2nc(-c3cccc(Br)c3)cc(C(=O)NC3CC3)c2c1	4	16	-1	0	4	-1	2	i	i
O=C(NC1CCSc2ccccc21)c1ccc(F)cc1 (configuration not stated)	-3	-10	nt	2	6	0	-4	i	i
Cc1cc(C)cc(C(O)c2ncc(-c3ccccc3F)[nH]2)c1 (configuration not stated)	-3	-7	4	-1	0	0	2	i	i
Remaining list, next part.
SMILES	NadD inh	SKN-1 inh	MT1-MMP act inh	FAS TE block	PABP1 MLLE inh	Rin1 Abl inh	CSN deneddyl inh	Rpn11 block	Neddylation inh
COC(=O)[C@]1(Cc2ccccc2)N[C@H](CN(C)C(=O)Nc2ccccc2)[C@@H]2C(=O)N(C)C(=O)[C@@H]21	3	6	3	-11	-6	-3	-3	i	i
Cc1cc(=O)[nH]c(CN2CCC(c3ccccc3)CC2)n1	-4	4	-1	-2	-2	0	-3	i	i
CS(=O)(=O)N1CCc2cc(S(=O)(=O)N3CCCCC3)ccc21	-3	0	0	-5	13	4	-5	i	i
CC(C)CCN1CCN(CCCn2cccn2)CC1CCO (configuration not stated)	-2	-11	4	-12	-2	2	-1	i	i
CC(C)C1Nc2c(O)cc(Cl)c([N+](=O)[O-])c2C2C=CCC21 (configuration not stated)	1	7	13	-1	16	-2	-1	i	i
CCC(=O)Nc1cccc(NC(=S)NC(=O)Cc2ccccc2)c1	-2	-2	-2	-2	21	-1	-4	i	i
Cc1onc(-c2ccncc2)c1C(=O)O	1	21	-2	-2	1	3	-1	i	i
CC(C)CCNC(=O)c1[nH]c(C(F)(F)F)nc1-c1ccccc1	-6	10	-2	-4	-8	-1	-2	i	i
Fc1ccccc1NC(=S)NC1CCCC1	-5	-5	2	-4	11	-3	2	i	i
O=C(COC(=O)c1cc(S(=O)(=O)N2CCCCC2)ccc1N1CCOCC1)c1ccccc1	-2	1	-1	22	2	1	0	i	i
CCC(C)(C)NC(=O)C(c1ccc(OC)cc1)N(C(=O)CCC(=O)Nc1cc(C)on1)c1ccc2c(c1)OCCO2 (configuration not stated)	0	5	-1	1	2	-1	3	i	i
CNC(=S)Nc1ccc(Nc2ccccc2)cc1	3	1	3	-4	2	0	2	i	i
CC/C(=N\NC(=O)C(N)=O)c1ccccc1O	4	4	1	-7	10	2	-15	i	i
CCC(OC(=O)c1nsc(Cl)c1Cl)C(=O)NC(C)(C)CC (configuration not stated)	-5	-7	2	-4	-10	3	-6	i	i
N#Cc1ccc(OCC(=O)N/N=C2/CC(c3ccccc3)Oc3ccccc32)cc1 (configuration not stated)	11	-4	3	-6	-19	1	-6	i	i
CN(C)CCCn1c(=O)n(Cc2ccco2)c(=O)c2c3c(sc21)CCCCC3	-11	-6	-13	0	-3	1	-2	i	i
O=C(Cn1cc([N+](=O)[O-])cn1)Nc1ccn(Cc2c(F)c(F)cc(F)c2F)n1	2	1	-3	3	-3	-3	-1	i	i
CC(=O)CSc1nnc(CSc2ncccn2)n1C1CCCCC1	1	1	-4	-5	6	4	3	i	i
CCn1c(C)nc2cc(C(=O)N/N=C/c3cccc(O)c3O)ccc21	-6	3	-1	-2	-16	3	-6	i	i
O=C(c1cc(COc2ccc(F)c(F)c2)on1)N1CCN(C/C=C/c2ccccc2)CC1	0	-1	3	25	13	-5	2	i	i
COc1ccc(Cl)cc1C=CC=Nc1ccccc1O	17	8	-7	3	-34	-1	10	i	i
COc1cc2c(cc1OC)C(=O)C(Br)CC2 (configuration not stated)	25	9	2	-2	24	1	-1	i	i
O=C(NCC1COc2ccccc2O1)Nc1ccccc1F (configuration not stated)	-5	-6	2	0	11	-1	3	i	i
Cc1ccc2sc(NC(=O)c3ccc(N4C(=O)CCC4=O)cc3)nc2c1C	3	-3	4	1	-1	-4	8	i	i
Cc1nnc(SCC(=O)Nc2nccs2)o1	-2	-12	1	-2	-2	-1	1	i	i

Compound profiles, from the list above. Order of screens: NadD inh	SKN-1 inh	MT1-MMP act inh	FAS TE block	PABP1 MLLE inh	Rin1 Abl inh	CSN deneddyl inh	Rpn11 block	Neddylation inh
Results for Clc1ccc(CN=C2Nc3ccccc3CS2)cc1 : 3	14	7	20	3	7	-2	i	i
Results for Cc1ccc2nc(-c3cccc(Br)c3)cc(C(=O)NC3CC3)c2c1 : 4	16	-1	0	4	-1	2	i	i
Results for O=C(COC(=O)c1cc(S(=O)(=O)N2CCCCC2)ccc1N1CCOCC1)c1ccccc1 : -2	1	-1	22	2	1	0	i	i
Results for CC/C(=N\NC(=O)C(N)=O)c1ccccc1O : 4	4	1	-7	10	2	-15	i	i
Results for CC(C)C1Nc2c(O)cc(Cl)c([N+](=O)[O-])c2C2C=CCC21 (configuration not stated) : 1	7	13	-1	16	-2	-1	i	i

Later entries:
SMILES	NadD inh	SKN-1 inh	MT1-MMP act inh	FAS TE block	PABP1 MLLE inh	Rin1 Abl inh	CSN deneddyl inh	Rpn11 block	Neddylation inh
COc1ccccc1C1C2=C(CCCC2=O)N(CC(=O)O)C2=C1C(=O)CCC2	5	1	0	-6	7	3	-2	i	nt
Cc1cc(C)c(C)c(S(=O)(=O)N2CCC(C(=O)N(C)Cc3nc4ccccc4c(=O)[nH]3)CC2)c1C	9	-6	0	9	-2	2	-1	i	i
Cc1ccc(C(=O)NC(=S)c2c(C)cc3ccccn23)cc1	4	11	-6	13	4	-9	3	i	i
O=C1COc2ccccc2N1Cc1ccc(Cl)cc1	-2	6	-3	17	7	3	-6	i	i
Cn1c(=O)n(C)c2cc([N+](=O)[O-])c(N3CCN(C(=O)c4ccccc4)CC3)cc21	-3	3	13	-6	-3	0	3	i	i
COc1ccc(S(=O)(=O)N2CCSCC2)cc1C(N)=O	6	-13	2	-7	-1	0	-2	i	i
O=C(NC1CCCCC1)c1ccc(S(=O)(=O)N2CCCCC2)cc1	-5	-12	1	-6	0	5	-2	i	i
CCCCCCCCCCCCN1[C@@H](CC(C)=O)c2cc(F)ccc2S1(=O)=O	14	12	-1	36	-1	1	1	i	i
COc1ccc(NC(=O)COc2ccccc2C(N)=O)cc1S(=O)(=O)N1CCCCC1	-2	3	3	-3	-8	0	-3	i	i
COc1ccc(NC(=O)CN2CCN(c3ccccc3C)CC2)cc1	-5	10	5	5	-8	3	6	i	i
CC(C)c1nc2sc3ccccc3c(=O)c2c(=O)n1Cc1ccccc1	1	8	1	12	-7	-1	-2	i	i
COc1ccc(Nc2cnn(-c3nc4ccccc4s3)c(=O)c2Cl)cc1	4	20	9	37	-14	-2	-1	i	i
O=C(COc1ccc2c(c1)CCC2)N1CCN(c2ccc(F)cc2)CC1	-2	-12	-2	16	6	2	12	i	i
Cc1ccc(NC(=O)CN2C(=O)NC3(CCCC3)C2=O)nc1	0	21	1	-10	2	1	1	i	i
COc1ccc(C(=O)C2CCCN(C/C=C/c3ccccc3OC)C2)c(OC)c1 (configuration not stated)	-4	-6	-3	16	11	4	-6	i	i
O=C(CCCCCN1C(=O)c2ccccc2C1=O)NC1CCCC1	-2	2	2	-5	-9	-1	-7	i	i
COc1ccc(C(C(=O)NC2CCCC2)N(Cc2cccnc2)C(=O)c2snc(C(N)=O)c2N)cc1 (configuration not stated)	-6	7	0	-2	9	2	2	i	i
CCC(=O)Nc1ccc(C(=O)CSc2nnc(-c3ccc(O)cc3)n2CC2CCCO2)cc1 (configuration not stated)	4	3	3	-6	-15	0	0	i	i
O=C(c1cccs1)N1CCc2c([nH]c3ccccc23)C1c1ccc(Cl)cc1 (configuration not stated)	15	50*	-8	26	2	-1	1	i	i
Cc1cc(C)n(-c2ccc(C(=O)NCCCN3CCOCC3)cc2)n1	-3	-1	2	-2	-2	0	-2	i	i
CC(=O)Nc1ccc(S(=O)(=O)Nc2nc3ccccc3nc2N2CCCCCC2)cc1	1	12	3	2	1	-4	5	i	i
COc1cc(OC)c(C(=O)Nc2ccc3ccccc3c2)cc1OC	3	-6	7	15	-6	-2	6	i	i

Source: PubChem
